TDP-43 yeast inh = rescues yeast growth from TDP-43 toxicity; 410,000 compounds, 1.8% hits; TDP-43 expressing yeast growth rescue, BacTiter-Glo, 24 h; Potency, µM (highest dose often 46.1 µM), inactives show at the top dose growth rescue (activation), actives largely listed as activators; AID 652104; further: potency means the concentration at half of the fitted maximal effect; % of control where 0% means no effect; nearly all actives have a fitted effect of over 50% in size
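Growth rescue of TDP-43-toxic yeast measured as ATP luminescence (BacTiter-Glo). Cells grown to mid-log in raffinose, induced in galactose at OD600=0.02, exposed to compound 24 hr at 30 deg C.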
Akt phos inh = Akt phosphorylation inhibition; activity change, % for hits at 50 µM; Neuro2A IGF-stimulated pAkt S473 HTRF, 20 min; active compounds read low; AID 651550; 360,000 compounds, 0.32% hits; in the data active means activity change below about -80%; inconclusive means mostly about -51% to -80%; further: on the % scale 0 is the no-effect control and ±100 the full control effect
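Single-point screen (50 µM final compound) in Neuro2A cells stimulated 20 min with 6 nM IGF at 37 deg C. After lysis, Ser473-phosphorylated Akt read by HTRF (ex 330 nm, em 615/665 nm) as the 665/615 ratio.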
D3 antag = antagonists of human D3 dopamine receptor; P35462; D3R cells, DiscoveRx beta-arrestin luminescence, antagonist mode; active compounds read low; max response, negative = inhibition, %; 360,000 compounds, 2.5% hits; in the data active means max response below about -50%; inconclusive means no clear call, values can overlap the other calls; further: on the % scale 0 is the no-effect control and ±100 the full control effect; mostly tested at two doses, the higher about 12 µM
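Cells plated overnight at 1500 cells/well, then exposed to library compounds with dopamine controls for 90 minutes at 37 degrees C. DiscoveRx reagent added for 30–60 minutes at room temperature; luminescence read, quantitative HTS format.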
GLP1R ag = agonists of human GLP-1 receptor | 380,000 compounds, 0.007% hits | Potency, µM (doses to about 45.6 µM), without a hit: at the top dose activation, usual class: activators | P43220 | HEK293 GLP-1R CRE-luciferase, luminescence, 4-6 h; cells express a hypersensitive GLP-1R form; further: potency means the concentration at half of the fitted maximal effect; % of control where 0% means no effect
Target sequence (P43220 whole entry, looked up): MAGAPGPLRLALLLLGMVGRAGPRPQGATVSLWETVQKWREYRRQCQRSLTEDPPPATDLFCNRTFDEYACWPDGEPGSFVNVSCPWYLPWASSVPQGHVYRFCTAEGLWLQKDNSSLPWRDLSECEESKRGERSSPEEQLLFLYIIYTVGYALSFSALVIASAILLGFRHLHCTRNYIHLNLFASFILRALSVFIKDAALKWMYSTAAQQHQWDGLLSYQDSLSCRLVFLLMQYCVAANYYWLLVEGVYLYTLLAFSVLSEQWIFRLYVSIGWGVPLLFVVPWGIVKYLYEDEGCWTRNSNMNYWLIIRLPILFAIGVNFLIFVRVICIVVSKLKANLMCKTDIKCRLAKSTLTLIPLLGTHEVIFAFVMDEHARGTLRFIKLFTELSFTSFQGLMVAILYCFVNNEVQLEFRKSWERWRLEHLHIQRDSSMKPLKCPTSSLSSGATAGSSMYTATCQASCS
PTHR1 ag = activates the human parathyroid hormone receptor PTHR1; HEK293 GP2 PTHR1 cells, GloSensor cAMP luminescence, 1 h; Potency, µM (highest dose often 115 µM), for the others: top-dose activation, hits mostly activators; 410,000 compounds, 0.075% hits; AID 743266; further: potency means the concentration at half of the fitted maximal effect; nearly all actives have a fitted effect of over 55% in size; some results filed as inactive show a strong effect at the top dose; inactives centre near -15; many of its hits are not listed in these tables
Target sequence (Q03431 whole entry, looked up): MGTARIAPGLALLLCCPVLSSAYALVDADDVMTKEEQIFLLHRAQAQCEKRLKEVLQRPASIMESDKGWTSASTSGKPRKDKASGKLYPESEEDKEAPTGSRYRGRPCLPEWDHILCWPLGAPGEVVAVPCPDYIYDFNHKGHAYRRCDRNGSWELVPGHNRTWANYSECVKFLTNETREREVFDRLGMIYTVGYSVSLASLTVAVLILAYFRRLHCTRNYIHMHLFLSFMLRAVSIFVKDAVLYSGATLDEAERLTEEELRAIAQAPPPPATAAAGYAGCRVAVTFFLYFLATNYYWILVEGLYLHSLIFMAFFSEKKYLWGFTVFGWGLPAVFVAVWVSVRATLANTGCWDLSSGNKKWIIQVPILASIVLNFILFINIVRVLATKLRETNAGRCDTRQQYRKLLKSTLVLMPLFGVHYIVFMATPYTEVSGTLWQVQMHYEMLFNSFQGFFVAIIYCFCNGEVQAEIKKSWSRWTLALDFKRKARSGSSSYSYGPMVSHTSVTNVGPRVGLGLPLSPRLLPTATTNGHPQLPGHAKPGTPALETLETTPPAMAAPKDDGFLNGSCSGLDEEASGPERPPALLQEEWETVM
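HEK-293-derived GP2 cells expressing PTHR1 and a GloSensor cAMP reporter, 3,000/well, plated overnight, given luciferin plus IBMX (each 0.5 mM as added) for 1 h at 37 °C, then compound for 1 h at 37 °C. Luminescence was read after 15 min at room temperature.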
Abeta yeast res = restores growth of yeast expressing A-beta42 peptide | yeast expressing A-beta42, growth rescue, OD600, 48 h; response scale: 0% DMSO, 100% iron-clioquinol control | Potency, µM (doses to about 46.1 µM), for inactives: at the top dose growth rescue, hits mostly activators | 410,000 compounds, 0.063% hits; further: potency means the concentration at half of the fitted maximal effect; nearly all actives have a fitted effect of over 55% in size
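Yeast growth medium received pinned compounds, then yeast cells expressing toxic A-beta were added; plates incubated at 30 C for 48 hr. Growth read as absorbance at 600 nm, normalized to DMSO and equimolar FeCl3 plus clioquinol controls.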
GLP1R inv ag = acts as inverse agonist at human GLP-1 receptor. P43220. HEK293 GLP-1R CRE-luciferase, luminescence, 24 h; GLP-1R form is constitutively active. Potency, µM (highest dose often 38.3 µM), inactives show at the highest dose activity change, negative = inhibition, actives largely listed as inhibitors. 410,000 compounds, 1.6% hits. AID 624417; further: potency means the concentration at half of the fitted maximal effect; on the % scale 0 is the no-effect control and ±100 the full control effect; nearly all actives have a fitted effect of over 55% in size
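Inverse agonism was detected as reduced cAMP-driven luciferase luminescence after 24 h compound treatment. The cells were HEK293 clones expressing constitutively active human GLP-1R with the reporter. Reporter-only and GPR119 cell lines served as counterscreen controls.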
aSyn yeast inh = inhibitors of alpha-synuclein toxicity in yeast | Yeast expressing alpha-synuclein, growth rescue, BacTiter-Glo, 24 h | Potency, µM (doses to about 46.1 µM), inactives show top-dose growth rescue (activation), actives largely listed as activators | AID 652106 | 370,000 compounds, 0.14% hits; further: potency means the concentration at half of the fitted maximal effect; % of control where 0% means no effect; nearly all actives have a fitted effect of over 65% in size
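Readout is rescue of growth in alpha-synuclein-expressing yeast, so inhibitors of toxicity appear as activators. Growth after 24 hr at 30 deg C in galactose medium is quantified by luminescence.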
FUS suppressor = suppressors of FUS proteinopathy in yeast. S. cerevisiae FUS-expressing, growth rescue, OD600, 24 h. Potency, µM (titrated, usually from 76.6 µM), without a hit: at the top dose growth rescue (activation), hits mostly activators. 390,000 compounds, 0.24% hits. AID 1347120;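 further: potency means the concentration at half of the fitted maximal effect; plate controls were DMSO vehicle for no effect and reference control for full effect; nearly all actives have a fitted effect of over 55% in size; some results filed as inactive show a strong effect at the top dose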
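Yeast FUS proteinopathy model; galactose-induced FUS (2%), starting OD 0.005. Cpds in dilution series, 24hr, 30C, 99% humidity. Abs 600 nm growth. Pos ctrl CP55940 (top 92uM final); neg ctrl DMSO.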
Numbers without * were called inactive; i = inactive; ? = inconclusive; · = not tested or not shown; [ ] = another dose, or the depositor's remark. Unless noted, the call rests on the fitted dose curve; in most records, active means well fitted curve in the direction sought with a large enough effect; inconclusive means small, poorly fitted or top-dose-only effect, or another doubt; inactive means no such curve, though single readings can be large; an effect the other way counts as inactive or inconclusive.

SMILES	TDP-43 yeast inh	Akt phos inh	D3 antag	GLP1R ag	PTHR1 ag	Abeta yeast res	GLP1R inv ag	aSyn yeast inh	FUS suppressor
O=C1c2ccccc2C(c2nnnn2Cc2ccccc2)N1Cc1ccco1 (configuration not stated)	10%	i	?	10%	i	0%	2%	-6%	0%
CCC(=O)N1CCc2cc(S(=O)(=O)NCCC(=O)Nc3ccc(OC)c(OC)c3)ccc21	18%	·	·	·	-4%	9%	9%	·	-13%
O=C(COC(=O)C12CC3CC(CC(C3)C1)C2)NCCc1ccccc1	-10%	i	-9	2%	i	5%	6%	12%	10%
Cc1ccc(N2N=C(C(=O)O)CCC2=O)cc1Cl	-2%	i	6	-1%	23%	14%	-12%	3%	-8%
COc1ccc(/C=C/c2c(-c3ccc(OC)cc3)oc3ccccc23)cc1	-14%	i	4	-1%	-6%	-15%	10%	-3%	-6%
Cc1cc(C(C)(C)C)ccc1OCC(=O)N/N=C\c1c(C)n(C)n(-c2ccccc2)c1=O	-6%	i	-21	7%	-27%	-2%	-5%	1%	11%
Cc1ccc(S(=O)(=O)c2c(COC(=O)c3cccc(Cl)c3)c(-c3ccccc3)nn2C)cc1	-5%	i	11	-1%	-4%[57.5 µM]	-4%	-8%	3%	2%
COc1cccc(CNc2nc3c(-c4cccc(C)c4)nnn3c3ccccc23)c1	11%	·	·	-1%	i	0%	6%	·	-22%
O=C(NCc1ccc(Cl)cc1)C1CCC(CNc2c(N3CCCC3)c(=O)c2=O)CC1 (configuration not stated)	-21%	i	1	11%	i	-10%	13%	-1%	2%
COc1ccc(Cn2nnnc2CN2CCCCCC2)cc1	17%	i	-13	-5%	?	4%	-15%	7%	6%
COc1ccc2nc(Nc3nc4ccc(NC(C)=O)cc4s3)sc2c1	30%	i	12	3%	-8%	?	?	-17%	3%
CCN(CC(=O)Nc1sc2c(c1C#N)CCC(C)C2)CC(=O)NC1CCS(=O)(=O)C1 (configuration not stated)	0%	i	-12	18%	-32%[inhibitor]	-11%	29%	0%	18%
CCN1CCN(c2oc(-c3ccc(COc4ccc(C)cc4)o3)nc2C#N)CC1	2%	·	·	·	-66%[inhibitor]	19%	?	·	-1%
Cc1ccccc1C(=O)NC1CCS(=O)(=O)C1 (configuration not stated)	5%	i	3	-3%	i	6%	9%	1%	5%
COc1cccc(Nc2sc(C(=O)c3ccc(F)cc3)c(N)c2C(=O)NCc2ccc(C)cc2)c1	19%	·	·	·	-41%[inhibitor]	5%	?	·	20%
CCCCn1c(N)c(N(CCOC)C(=O)c2ccc3c(c2)C(=O)N(c2ccccc2Cl)C3=O)c(=O)[nH]c1=O	20%	i	2	-3%	i	-3%	7%	1%	6%
COc1ccc(S(=O)(=O)N2CCC(C(=O)N[C@H](C(=O)NCc3ccco3)C(C)C)CC2)cc1	-3%	i	-10	-2%	i	-2%	15%	-2%	17%
COC(=O)c1cccc(CN2C(=O)SC(Nc3ccc(Br)cc3)C2=O)c1 (configuration not stated)	16µM*	·	·	·	-39%	15%	?	·	?
CCOc1ccccc1NC(=O)C(NCC1(N2CCCCC2)CCCCC1)c1ccccc1 (configuration not stated)	11%	i	-10	-5%	-56%[inhibitor]	12%	?	-4%	-22%
COc1ccc(CNC(=O)COC(=O)CCS(=O)(=O)c2ccc(C)cc2)cc1OC	9%	i	-3	-5%	-25%	5%	-3%	-1%	7%
CCNc1c(NS(=O)(=O)c2ccc(Cl)s2)c(=O)oc2ccccc12	2%	i	-5	14%	-10%	6%	-4%	5%	-19%
COc1ccc(CCN2C(=O)CC(Cc3ccccc3)C2=O)cc1OC (configuration not stated)	20%	i	12	14%	i	16%	-19%	1%	-6%
CC(C)(C)C1CCc2c(sc3nc(SCC(N)=O)nc(N)c23)C1 (configuration not stated)	?	·	-2	-41%[inhibitor]	i	-15%	25%	1%	37%
CCOC(=O)CNc1c(-c2ccc(OC)cc2)nc2ccc(Cl)cn12	-9%	i	1	11%	-21%	-5%	16%	0%	-7%
NCCCCCC(=O)N/N=C/c1ccc2nccnc2c1	9%	i	-11	-2%	-21%	-5%	5%	6%	17%
Cc1cc(C(=O)Nc2c(C)nc3ccccn3c2=O)ccc1[N+](=O)[O-]	1%	·	·	·	i	-16%	1%	·	-14%
CCN(CC)S(=O)(=O)c1ccc(S(=O)(=O)N(CC(=O)Nc2ccccc2)Cc2ccco2)cc1	-15%	i	32	-9%	-38%[inhibitor]	-4%	?	-1%	32%
COc1ccc(OCC(=O)N(C)Cc2ccccc2)cc1	-15%	i	0	33%	-22%[57.5 µM]	-6%	-1%	-4%	7%
CC1CN(CC(O)COC(c2ccccc2)c2ccccc2)CC(C)O1 (configuration not stated)	12%	i	-11	9%	i	-1%	?	-2%	·
COC(=O)c1c(C(=O)OC)c(-c2ccc(OC)cc2)n2c1CS(=O)C2 (configuration not stated)	18%	i	10	1%	i	-3%	16%	3%	-16%
c1ccc(-c2ccc3c(c2)c2c4n3CCN=C4CCC2)cc1	-32%[inhibitor]	i	-10	29%	i	-20%	0%	-5%	41%
COCCNC(=O)[C@H](CSCc1ccccc1)N1Cc2ccccc2C1=O	10%	i	1	7%	i	4%	3%	-2%	-5%
O=C(NC(=S)N1CCN(c2ccc(C(F)(F)F)cc2[N+](=O)[O-])CC1)c1cccs1	20µM*	i	20	-16%	-37%[inhibitor]	10%	0%	-3%	·
Nc1sc2c(c1C(=O)NC1CC1)CCCC2	6%	i	3	22%	i	16%	22%	3%[1.84 µM]	23%
O=C(COc1ccc(S(=O)(=O)N2CCOCC2)cc1)NCCc1ccc(Cl)cc1	6%	i	0	10%	-16%	5%	-4%	2%	19%
O=S(=O)(SC1=NCCN1)c1ccccc1	22%	i	3	1%	-19%	-6%	3%	1%	·
Cc1cc(Cl)ccc1OCC(=O)N(Cc1ccc(N(C)C)cc1)C1CCS(=O)(=O)C1 (configuration not stated)	3%	·	·	·	i	-11%	-15%	·	38%
COc1c(S(=O)(=O)N2CCCC2)ccc(Cl)c1Cl	11%	i	-6	?	i	-16%	1%	1%	-2%
Cc1cc(OCC(=O)OCC(=O)NC2CCCC2)ccc1Cl	19%	i	6	-16%	-21%	0%	9%	7%	·
CCOc1ccccc1NC(=O)N1CCCC1C(=O)Nc1nnc(CC)s1 (configuration not stated)	-8%	i	-4	-2%	-19%	-6%	5%	-5%	11%
CC(=O)/C(=N/Nc1cccc(Cl)c1)Sc1nnc(C(O)c2ccccc2)n1-c1ccccc1 (configuration not stated)	14%	i	13	-2%	i	10%	-4%	2%	-21%
O=C1C(=O)N(C2CCS(=O)(=O)C2)C(c2cccc(O)c2)/C1=C(/O)c1ccc(Cl)cc1 (configuration not stated)	7%	i	-2	-4%	i	14%	12%	-1%	5%
NCCCC[C@@H]1NC(=O)c2cc([N+](=O)[O-])cc(I)c2SC[C@@H](C(N)=O)NC(=O)[C@H](Cc2ccc(O)cc2)NC1=O	-15%	i	5	3%	11%	-11%	8%	-2%	?
CC(NC(=O)c1ccc(NC(=O)CC2SC(N3CCCC3)=NC2=O)cc1)c1ccc(F)cc1 (configuration not stated)	-17%	i	4	-5%	29%	-7%	11%	8%	-5%
CCCCOc1ccc(C(C)NC(=O)c2cccc(Nc3nc4ccccc4n4nnnc34)c2)cc1 (configuration not stated)	14%	·	·	·	-3%	-13%	13%	·	-16%

A stretch taken from the entries so far:
SMILES	TDP-43 yeast inh	Akt phos inh	D3 antag	GLP1R ag	PTHR1 ag	Abeta yeast res	GLP1R inv ag	aSyn yeast inh	FUS suppressor
O=C1c2ccccc2C(c2nnnn2Cc2ccccc2)N1Cc1ccco1 (configuration not stated)	10%	i	?	10%	i	0%	2%	-6%	0%
CCC(=O)N1CCc2cc(S(=O)(=O)NCCC(=O)Nc3ccc(OC)c(OC)c3)ccc21	18%	·	·	·	-4%	9%	9%	·	-13%
O=C(COC(=O)C12CC3CC(CC(C3)C1)C2)NCCc1ccccc1	-10%	i	-9	2%	i	5%	6%	12%	10%

Following part
SMILES	TDP-43 yeast inh	Akt phos inh	D3 antag	GLP1R ag	PTHR1 ag	Abeta yeast res	GLP1R inv ag	aSyn yeast inh	FUS suppressor
CCn1c(NCCCO)nc2c(c1=O)C(C)(CC)Cc1ccccc1-2 (configuration not stated)	20%	i	-18	3%	-16%	28%	?	3%	31%
COCCN(C(=O)COC(=O)CCSc1ccc(F)cc1)c1c(N)n(Cc2ccccc2)c(=O)[nH]c1=O	16%	i	14	0%	i	-6%	4%	4%	8%
COc1ccccc1N1CCN(C(=O)CSc2nnc(NC(=O)C(C)C)s2)CC1	-6%	i	19	0%	-18%	23%	-3%[7.66 µM]	-3%	13%
CC(C)[C@@H]1CN=C(N)N1C[C@@H]1CCCN1C[C@H](C)N1C[C@@H](Cc2ccccc2)N(CCc2ccc(Cl)c(Cl)c2)C1=N	-6%	i	-60*	-3%	-12%	-32%[inhibitor]	-15%	-5%	-7%
O=C(CSc1nnc(CNC(=O)c2ccco2)o1)Nc1ccccc1	10%	i	4	-3%	i	11%	14%	-4%	3%
O=C(Nc1ccc(F)cc1)c1ccc(S(=O)(=O)N2CCOCC2)o1	-3%	i	4	4%	-15%	3%	-14%	7%	7%
O=C(Nc1ccccc1)c1ccc(S(=O)(=O)NCc2ccco2)cc1	14%	i	12	17%	-2%	-1%[9.22 µM]	-30%	2%	-17%
O=C(CCN1CCC2CCC(C2)C1)c1ccccc1 (configuration not stated)	7%	i	-26	1%	-15%	6%	18%	-7%	26%

High-throughput results from PubChem BioAssay.

Some of the compounds tested; the hit share may differ from the screen's.
